TRHR agonist – qHTS for Small Molecule Agonists and Allosteric Enhancers of Human TRH Receptor: Primary Screen for Agonists | TRHR cells, calcium flux fluo-8, FDSS agonist mode | activation, % at 2 µM | 0.18% of 360,000 active | Thyrotropin-releasing hormone receptor (Homo sapiens), P34981; note: 0% is about no effect
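TRHR-expressing cells loaded with fluo-8 calcium dye; 23 nL library compound pin-transferred, kinetic FDSS fluorescence (Ex 480/Em 530) recorded about 180 s for agonist-induced calcium release, before a 10 nM TRH EC20 addition for potentiator mode.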
RXFP1 antag – qHTS Assay for Antagonists of the Relaxin Receptor RXFP1. HEK293-RXFP1, relaxin-stimulated cAMP HTRF, 30 min; active compounds read low. activity change, negative = inhibition, % at 57.5 µM. 0.59% of 350,000 active. AID 1259400, 2018;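 active = activity change of -60% or lower, but not beyond a set lower limit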; note: % is set by controls: 0 for no effect and ±100 for the full control effect
Target sequence (Q9HBX9 whole entry, looked up): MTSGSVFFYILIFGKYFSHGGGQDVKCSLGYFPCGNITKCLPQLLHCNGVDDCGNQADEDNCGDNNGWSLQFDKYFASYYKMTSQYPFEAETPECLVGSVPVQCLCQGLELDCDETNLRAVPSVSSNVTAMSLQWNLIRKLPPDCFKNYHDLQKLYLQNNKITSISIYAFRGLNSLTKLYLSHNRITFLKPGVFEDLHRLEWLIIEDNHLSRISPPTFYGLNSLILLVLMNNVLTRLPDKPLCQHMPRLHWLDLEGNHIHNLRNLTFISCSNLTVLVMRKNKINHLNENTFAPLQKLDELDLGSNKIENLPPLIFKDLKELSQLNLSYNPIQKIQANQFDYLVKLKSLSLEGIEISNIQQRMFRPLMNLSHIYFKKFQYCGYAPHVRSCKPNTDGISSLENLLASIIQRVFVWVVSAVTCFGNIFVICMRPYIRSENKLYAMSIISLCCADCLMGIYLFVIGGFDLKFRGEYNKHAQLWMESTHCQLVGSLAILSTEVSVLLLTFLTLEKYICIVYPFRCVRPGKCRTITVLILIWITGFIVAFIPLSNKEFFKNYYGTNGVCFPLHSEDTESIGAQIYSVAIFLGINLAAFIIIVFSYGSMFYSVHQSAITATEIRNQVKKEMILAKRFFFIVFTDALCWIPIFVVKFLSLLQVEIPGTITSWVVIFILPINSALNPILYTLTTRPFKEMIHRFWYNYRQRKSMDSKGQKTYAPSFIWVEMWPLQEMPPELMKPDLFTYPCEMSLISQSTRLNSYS
D2 antagonist – HTS Assay for Allosteric Antagonists of the Human D2 Dopamine Receptor: Primary Screen for Antagonists; D(2) dopamine receptor (Homo sapiens), P14416; HEK293 TREx D2 cells, calcium flux, dopamine EC80; inhibition, % at 10 µM; 2% of 340,000 active; AID 485344, 2010; in the data active = inhibition above about 30%; note: 0% is about no effect
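Read-out: kinetic calcium fluorescence (1 cycle/s) in inducible HEK293 T-REx D2 cells after an EC80 dopamine addition that followed 180 s compound preincubation. Loss of the dopamine response indicates antagonism.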
D1 agonist – Allosteric Agonists of the Human D1 Dopamine Receptor: qHTS | activation, % at 2 µM | D(1A) dopamine receptor (Homo sapiens), P21728 | HEK293 T-REx D1 cells, calcium flux, agonist mode | 1% of 360,000 active | AID 504660, 2011; note: 0% is about no effect
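Tetracycline-induced HEK293 TREx D1 cells, force-coupled to calcium signalling, were dye-loaded with a no-wash calcium kit. Compound was pin-added after a 10 s baseline. Fluorescence was read kinetically at 1 cycle/s for 180 s, with calcium rises flagged as agonism.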
D1 antagonist – Antagonist of Human D 1 Dopamine Receptor: qHTS | D(1A) dopamine receptor (Homo sapiens), P21728 | HEK293 TREx D1 cells, calcium flux, dopamine EC80; active compounds read low | activity change, negative = inhibition, % at 10 µM | 3.2% of 360,000 active | AID 504652, 2011; in the data active = activity change below about -30%; note: % is set by controls: 0 for no effect and ±100 for the full control effect
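Compound effects on dopamine-evoked calcium signalling were measured in tetracycline-induced HEK293 Trex D1 cells. Dopamine at EC80 followed a 180 s compound pre-read, and fluorescence was tracked kinetically for 180 s more.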
D2 agonist – HTS Assay for Allosteric Agonists of the Human D2 Dopamine Receptor: Primary Screen for Agonists | 0.53% of 340,000 active | AID 485358, 2010 | HEK293 T-REx D2 cells, calcium flux agonist mode | D(2) dopamine receptor (Homo sapiens), P14416 | activation, % at 2 µM;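 active = activation over 3 SD above normal in the single-dose calcium agonist read, cut at about 30% in these data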; note: 0% is about no effect
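Tetracycline-induced HEK293 Trex cells with D2 receptor force-coupled to calcium signaling, plated overnight at 30 C and loaded with no-wash calcium dye. Calcium flux read kinetically for 180 s after compound addition; responses flag agonists.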
D1 PAM – Potentiators of Human D1 Dopamine Receptor: qHTS. D(1A) dopamine receptor (Homo sapiens), P21728. HEK293 TREx D1 cells, calcium flux, dopamine EC20 potentiation. potentiation, % at 10 µM. 0.036% of 360,000 active; in the data active = potentiation above about 30%; note: 0% is about no effect
TRHR PAM – qHTS for Small Molecule Agonists and Allosteric Enhancers of Human TRH Receptor: Primary Screen for Enhancers; AID 493056, 2011; enhancement, % at 2 µM; 0.66% of 360,000 active; TRHR cells, fluo-8 calcium fluorescence, EC20 TRH enhancement; Thyrotropin-releasing hormone receptor (Homo sapiens), P34981; in the data active = enhancement above about 30%; note: 0% is about no effect
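TRHR-expressing cells loaded with fluo-8 calcium dye were read kinetically (ex 480/em 530) during compound addition, then stimulated with an EC20 of TRH (10 nM final). Enhancement of the Gq-mediated intracellular calcium response was scored.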
D2 PAM – HTS Assay for Positive Allosteric Modulators of the Human D2 Dopamine Receptor: Primary Screen for Potentiators | D(2) dopamine receptor (Homo sapiens), P14416 | HEK293 T-REx D2, calcium flux, EC20 dopamine potentiation | potentiation, % at 10 µM | 0.34% of 340,000 active;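 active = potentiation over 3 SD above the plate norm, cut at about 30% in these data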; note: 0% is about no effect
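Cells plated with tetracycline inducer and held overnight at 30 C; calcium dye loaded 30–90 min at room temperature; baseline taken, compound added and read 180 s; EC20 dopamine then added and read 180 s.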
* = called active by the depositor; . = no result given. Cut-off read from the data, not from the text of the source, unless noted: active = activation above about 30%; inactive = the rest. Not a hit list; any-hit rate near 7.1%.

SMILES	TRHR agonist	RXFP1 antag	D2 antagonist	D1 agonist	D1 antagonist	D2 agonist	D1 PAM	TRHR PAM	D2 PAM
O=C(CSc1nccn1-c1ccc(Cl)cc1)Nc1ccc2c(c1)OCO2	-0.9	-17	-1	5	-49*	-2.7	-10	1	2
CCN(CC)S(=O)(=O)c1ccc(NC(=S)NC(=O)C2CCC2)cc1	2.9	-26	-11	6	1	0.4	0	1	15
NC(=O)CSc1ccc(S(=O)(=O)N2CCCCC2)cn1	7.6	0	-16	41*	7	4.5	.	4	-2
O=C(NCC1CCCCC1)c1ccc(Cl)c(S(=O)(=O)N2CCOCC2)c1	-0.7	17	-27	3	-11	0.1	-1	-10	-3
Cc1ccc(-c2csc(N3CCN(c4cc5c(cc4Cl)nc(-c4ccncc4)n5CCN4CCCCC4)CC3)n2)cc1	-0.6	.	4	2	9	-0.3	0	6	5
Cc1ccc(NC(=O)C2CCCN2S(=O)(=O)c2cccc3cccnc23)cc1F (stereo not drawn)	-0.5	.	7	0	8	0.3	0	3	3
Cc1cccc(N=C2NC(=O)/C(=C3/C(=O)N(C)c4ccccc43)S2)c1C	-1.8	-8	18	0	10	1.0	3	-10	-11
O=C(O)C1CCCN1S(=O)(=O)c1ccc(Br)s1 (stereo not drawn) (tested in a mixture with another compound)	-0.2	2	14	6	-4	-0.8	-4	-7	-4
O=C(OCc1ccccc1)N1CCc2ccccc21	-1.4	-37	13	2	6	0.6	-6	0	-3
CC(Nc1cccnc1)=C(C#N)C#N	-0.2	-4	-2	4	-5	.	-8	0	9
CCN(CC(=O)Nc1ccc(OC(F)F)cc1)C1CCCCC1	-0.3	-2	3	2	-7	0.8	-2	-1	-7
CCOC(=O)C(NC(C)=O)(N1CCOCC1)C(F)(F)F (stereo not drawn)	-0.5	.	1	3	0	-0.8	3	-7	-1
CCOc1ccc(CCNC(=O)CN2CCN(Cc3ccccc3F)C2=O)cc1OCC	0.0	2	-2	2	-2	-1.3	-2	0	0
Cc1cc(C)n(-c2ncc(-c3ccccc3)nn2)n1	-0.3	.	4	3	-7	-0.4	-4	2	3
CC(=O)Nc1ccc(S(=O)(=O)NNc2ccc([N+](=O)[O-])cc2)cc1	0.2	-8	-6	8	-10	1.6	0	0	4
Cc1ccc(NC(=O)CSc2nccn2Cc2ccc3c(c2)OCO3)c(C)c1	-0.6	14	.	0	5	0.3	-4	2	-7
COc1ccc(/C=N/NC(=O)c2ccccc2O)cc1Cn1nnc2ccccc21	-0.5	-4	-3	2	-4	-1.7	-4	-2	-7
CCOc1cc(NC(=S)NCCCN(C)C)c(OCC)cc1NC(=O)C1CC1	-1.4	-10	-6	2	-3	-1.3	-2	7	6
COCCCN(C(=O)Cc1csc(-c2cccc(Cl)c2)n1)c1c(N)n(Cc2ccccc2)c(=O)[nH]c1=O	0.5	-9	11	2	-14	0.4	-14	-1	0
COc1ccccc1N(CC(=O)Nc1ccccc1C(=O)NCC(C)C)S(C)(=O)=O	-0.3	10	-13	-2	15	-0.1	2	2	10
COC(=O)c1c(NC(=O)/C=C/c2ccc(OC)c(OC)c2)sc2c1CCC2	-0.8	8	.	1	-2	-1.5	-1	7	3
C=CCOC(=O)C(C#N)c1nc2ccccc2nc1N1CCN(Cc2ccc3c(c2)OCO3)CC1 (stereo not drawn)	2.1	-4	-7	12	-32*	0.3	-14	0	-12
O=C(c1ccc2c3n(nc2c1)-c1ccc(Cl)cc1CO3)N1CCOCC1	-0.5	.	0	2	-9	0.1	-4	-1	-3
O=C(COc1ccc(Cl)cc1)OCC(=O)N1CCCC1	-0.3	-15	-5	3	2	-0.9	1	0	9

Compound profiles, from the list above. Screens in order: TRHR agonist | RXFP1 antag | D2 antagonist | D1 agonist | D1 antagonist | D2 agonist | D1 PAM | TRHR PAM | D2 PAM
CCOc1ccc(CCNC(=O)CN2CCN(Cc3ccccc3F)C2=O)cc1OCC is entered as 0.0 | 2 | -2 | 2 | -2 | -1.3 | -2 | 0 | 0
COc1ccc(/C=N/NC(=O)c2ccccc2O)cc1Cn1nnc2ccccc21 is entered as -0.5 | -4 | -3 | 2 | -4 | -1.7 | -4 | -2 | -7
COc1ccccc1N(CC(=O)Nc1ccccc1C(=O)NCC(C)C)S(C)(=O)=O is entered as -0.3 | 10 | -13 | -2 | 15 | -0.1 | 2 | 2 | 10
C=CCOC(=O)C(C#N)c1nc2ccccc2nc1N1CCN(Cc2ccc3c(c2)OCO3)CC1 (stereo not drawn) is entered as 2.1 | -4 | -7 | 12 | -32* | 0.3 | -14 | 0 | -12
CC(=O)Nc1ccc(S(=O)(=O)NNc2ccc([N+](=O)[O-])cc2)cc1 is entered as 0.2 | -8 | -6 | 8 | -10 | 1.6 | 0 | 0 | 4

(more compounds)
SMILES	TRHR agonist	RXFP1 antag	D2 antagonist	D1 agonist	D1 antagonist	D2 agonist	D1 PAM	TRHR PAM	D2 PAM
COc1ccc(C)cc1S(=O)(=O)N1CCN(S(=O)(=O)c2cc(C(=O)O)ccc2C)CC1	-0.2	0	-7	1	1	0.4	-4	-12	-6
O=C(Nc1nnc(-c2ccc(Cl)cc2)o1)Nc1ccccc1F	-0.6	-8	20	0	14	-0.2	-6	1	-8
Oc1ccc(Cl)cc1CNn1cnnc1	0.0	2	-7	1	9	-1.7	6	2	3
Cc1ccc(S(=O)(=O)NCCCCCC(=O)N(C)C)cc1	-0.7	0	5	5	0	0.6	3	-8	11
CCCCc1ccc(NC(=S)N2CCCC(C)C2)cc1 (stereo not drawn)	-0.3	-23	-3	-1	.	-0.8	-5	-2	-6
COc1ccc([C@@H]2[C@@H]3C(=O)N(C(C)(C)C)C(=O)[C@@H]3[C@]3(Cc4ccc(Cl)cc4)C(=O)N(c4cccc(Br)c4)C(=O)N23)cc1	1.7	.	7	4	-1	0.4	-8	-16	3
O=C(Nc1cccc(O)c1)c1cccc(NC(=O)c2cccs2)c1	0.9	-25	-10	1	1	-1.2	-12	0	8
CC(=O)Nc1nc2nc(-c3ccccc3)cc(-c3ccccc3)n2n1	-1.4	3	-22	1	13	-0.8	-2	9	-1
COc1ccc(NC(=O)c2ccc(C)cc2)cc1	-0.2	4	4	1	3	-0.7	18	0	-5
Cc1ccn2c(Nc3ccc4c(c3)OCO4)c(-c3ccc(C)o3)nc2c1	-1.8	18	.	0	-19	-0.1	0	-10	-5
COC(=O)Cn1c(=NC(=O)c2sc3ccccc3c2Cl)sc2cc(S(N)(=O)=O)ccc21	1.8	6	10	2	3	3.4	1	0	16
CCOc1ccc(-c2nc(-c3cccs3)c(CC(=O)O)s2)cc1OC	-0.2	8	-21	3	7	7.1	-9	0	9
O=C(NN1CCCCC1)c1cnn2c(C(F)F)cc(-c3ccccc3)nc12	-0.9	4	9	-1	.	-1.7	-3	1	4
O=C(CNCc1ccccn1)Nc1cc(S(=O)(=O)N2CCCCC2)ccc1Cl	0.2	-13	3	5	8	28	-2	-8	-17
COc1ccccc1OCCNC(=O)C1CC(=O)N(c2cccc(SC)c2)C1 (stereo not drawn)	-0.2	6	-4	1	16	0.1	-2	4	-5
COC(=O)C1CC(O)CN1C(=O)Nc1ccccc1 (stereo not drawn)	0.8	-8	18	-2	5	0.0	2	-6	-4
Cc1ccc2c(c1)cc1c(=O)n(Cc3cccc(Cl)c3)nc(C)n12	-0.1	.	.	4	7	0.1	0	-1	5
CCCn1nc(C(=O)Nc2ccc3nc(C)sc3c2)c2ccccc2c1=O	0.7	0	31*	1	17	0.8	-2	-10	11
CCN(CC)C(=O)CSc1nc2ccccc2c(=O)n1-c1ccccc1OC	-0.6	-7	.	1	0	.	4	-1	9
COc1ccc2c(c1OC)C(=O)N1C2SC(C)(C)[C@H]1C(=O)NC1CC1 (stereo partly drawn)	0.3	.	3	2	-7	1.1	-2	1	7
CC(C)CN(C(=O)COC(=O)/C=C/c1cccs1)c1c(N)n(Cc2ccccc2)c(=O)[nH]c1=O	1.5	-27	0	6	32	0.5	6	7	9
CCCCC(=O)NCCNc1nc2c(c(=O)n(C)c(=O)n2C)n1Cc1ccccc1	-0.1	-1	9	-2	3	-2.5	2	5	-7
CCOC(=O)C1CCN(C(=O)CSc2nccc(C)n2)CC1	0.3	7	22	-1	.	1.7	-6	5	-6
COC1=C/C(=C/c2c(N)n3nc(-c4ccc(C)cc4)sc3nc2=O)C=CC1=O	5.1	-18	-7	7	14	3.6	-3	0	0
CCN1CCN(Cc2nc3c(c(=O)n(C)c(=O)n3C)n2CCCc2ccccc2)CC1	0.6	.	10	2	6	0.0	-5	-1	-5
Cc1c(CNC(=O)c2c([N+](=O)[O-])cnn2C)cnn1C	0.1	1	17	1	5	-0.1	4	1	1
COc1ccc(OC)c(C2CC(=O)N(c3cccc(C)c3)C3=C2C(=O)OC3)c1 (stereo not drawn)	0.8	-11	.	-1	-10	-0.1	-4	36*	3
O=C(Nc1ccc(N2CCCC2)c(Cl)c1)c1cccc(-c2cc3ccccc3oc2=O)c1	0.3	11	0	1	5	-0.3	1	1	9
O=C(CCCCl)NC(=S)Nc1ccc(CN2CCOCC2)cc1	0.2	-22	-6	3	-2	2.7	-2	3	-8
CC(=O)c1cccc(NC(=O)N2CCCC2C(=O)NC2CCCCC2)c1 (stereo not drawn)	-1.9	3	-19	2	3	0.4	1	2	7
CC(C)CN1C(=O)C(=O)N(CC(=O)c2ccc[nH]2)C1=O	-1.5	2	0	2	0	-0.8	8	19	6
CCCc1nc2ccccc2c(=O)n1/N=C/c1ccc(O)cc1	0.4	-1	13	3	8	-0.5	-2	2	4
CCOc1ccc(OCC)c(NC(=O)C2CCN(S(=O)(=O)c3cn(C)cn3)CC2)c1	0.1	-4	.	1	6	0.6	0	-2	-2
COCC(=O)Nc1nc(-c2ccc(-c3ccccc3)cc2)cs1	0.1	1	.	4	22	.	-7	2	.
Cc1ccc(CCNC(=O)CN2C(=O)COc3ccc(S(=O)(=O)N4CCCC4)cc32)cc1	-1.4	0	.	1	-17	0.5	-2	-2	-7
CC1(C)CC(=O)C(C2(O)C(=O)Nc3ccccc32)CO1 (stereo not drawn)	0.7	-2	19	-1	11	1.0	0	-1	-10
COc1ccc(C(c2c(NC(=O)c3ccco3)sc(C)c2C)N2CCOCC2)cc1 (stereo not drawn)	0.0	-11	3	0	-3	-0.5	0	1	-2
CCOC(=O)C1=C(C)NC(=S)N(C(C)=O)C1c1ccc(Cl)cc1 (stereo not drawn)	1.0	9	19	4	-9	1.7	-5	-7	-7
